DRD3 antagonist: blocks the human D3 dopamine receptor; P35462; D3R cells, DiscoveRx beta-arrestin luminescence, antagonist mode; hits give low values; max response, negative = inhibition, %; 360,000 tested, 2.5% active; AID 652054; in the data active means max response below about -50%; inconclusive means no clear call, values can overlap the other calls; further: on the % scale 0 is the no-effect control and ±100 the full control effect; mostly tested at two doses, the higher about 12 µM
Target sequence (P35462 whole entry, looked up): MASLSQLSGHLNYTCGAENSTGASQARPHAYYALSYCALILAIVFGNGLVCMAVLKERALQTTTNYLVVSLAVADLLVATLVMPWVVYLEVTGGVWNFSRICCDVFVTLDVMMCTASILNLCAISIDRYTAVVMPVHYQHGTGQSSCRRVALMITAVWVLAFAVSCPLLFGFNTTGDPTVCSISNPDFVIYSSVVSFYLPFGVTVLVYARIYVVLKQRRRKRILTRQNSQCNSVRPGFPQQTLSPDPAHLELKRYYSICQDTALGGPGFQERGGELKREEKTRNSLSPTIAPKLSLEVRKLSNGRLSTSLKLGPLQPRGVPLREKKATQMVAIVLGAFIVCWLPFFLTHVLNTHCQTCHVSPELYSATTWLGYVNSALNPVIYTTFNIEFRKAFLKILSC
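Cells plated overnight at 1500 cells/well, then exposed to library compounds with dopamine controls for 90 minutes at 37 degrees C. DiscoveRx reagent added for 30–60 minutes at room temperature; luminescence read, quantitative HTS format.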
EPAC2 antag: antagonists of human EPAC2; Q8WZA2; EPAC2 GEF exchange of Rap1B-BODIPY-GDP, fluorescence; Potency, µM (doses to about 114 µM), for inactives: at the top dose activity, negative = inhibition, most hits filed as inhibitors; 360,000 tested, 0.18% active; AID 720708; further: potency means the concentration at half of the fitted maximal effect; on the % scale 0 is the no-effect control and ±100 the full control effect; nearly all actives have a fitted effect of over 45% in size; many of its hits are not listed in these tables
FUS yeast rescue: rescues growth of FUS-expressing yeast; S. cerevisiae FUS-expressing, growth rescue, OD600, 24 h; Potency, µM (highest dose often 76.6 µM), inactives show at the highest dose growth rescue (activation), most hits filed as activators; 390,000 tested, 0.24% active;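 further: potency means the concentration at half of the fitted maximal effect; plate controls were DMSO vehicle for no effect and reference control for full effect; nearly all actives have a fitted effect of over 55% in size; some results filed as inactive show a strong effect at the top dose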
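Yeast expressing FUS under galactose induction, OD 0.005 in 2% galactose medium; compounds in a dilution series, 24 h at 30C. Growth rescue by absorbance at 600 nm; CP55940 positive control, DMSO negative.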
DRD3 agonist: agonists of human D3 dopamine receptor. P35462. D3R DiscoveRx beta-arrestin cells, luminescence, 90 min. max activation, %. 410,000 tested, 0.58% active. AID 652048; in the data active means max activation above about 30%; further: 0% is about no effect; mostly tested at two doses, the higher about 12 µM
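Agonist mode: compounds and dopamine controls were applied to plated cells for 90 min at 37 degrees C after an overnight attachment at 1500 cells/well. Luminescent read-out followed 30 - 60 minutes at room temperature with DiscoveRx detection reagent.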
EPAC2 ag: activates human EPAC2 exchange factor; Q8WZA2; EPAC2 activation, biochemical qHTS; response scale: 100% = 6.5 mM cAMP response; Potency, µM (doses to about 154 µM), for the others: at the highest dose activation, usual class: activators; AID 720711; 360,000 tested, 0.079% active; further: potency means the concentration at half of the fitted maximal effect; nearly all actives have a fitted effect of over 50% in size
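Compounds were added across a concentration range to EPAC2 (100 nM), RAP1B-BODIPY-GDP (250 nM) and GDP (50 uM). After 5 min at room temperature, fluorescence was recorded at 5-min intervals for 30 min.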
Abeta yeast res: A-beta toxicity reversal in yeast | yeast expressing A-beta42, growth rescue, OD600, 48 h; response scale: 0% DMSO, 100% iron-clioquinol control | Potency, µM (titrated, usually from 46.1 µM), for the others: top-dose growth rescue, most hits filed as activators | 410,000 tested, 0.063% active | AID 1347071; further: potency means the concentration at half of the fitted maximal effect; nearly all actives have a fitted effect of over 55% in size
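Growth rescue measured by 600 nm absorbance after 48 h yeast culture at 30 C with compound. Values normalized between DMSO and an equimolar ferric chloride plus clioquinol control.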
TDP-43 yeast inh: TDP-43 toxicity inhibition in yeast; Potency, µM (doses to about 46.1 µM), for inactives: at the highest dose growth rescue (activation), usual class: activators; TDP-43 expressing yeast growth rescue, BacTiter-Glo, 24 h; 410,000 tested, 1.8% active; further: potency means the concentration at half of the fitted maximal effect; % of control where 0% means no effect; nearly all actives have a fitted effect of over 50% in size
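Luminescence from BacTiter-Glo reports growth of TDP-43-expressing yeast after 24 hr at 30 deg C with compound. Cells were raffinose-pregrown to mid-log, then seeded in galactose medium at OD600=0.02.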
aSyn rescue: rescues yeast growth from alpha-synuclein toxicity; Yeast expressing alpha-synuclein, growth rescue, BacTiter-Glo, 24 h; Potency, µM (series often up to 46.1 µM), without a hit: at the top dose growth rescue (activation), most hits filed as activators; 370,000 tested, 0.14% active; AID 652106; further: potency means the concentration at half of the fitted maximal effect; % of control where 0% means no effect; nearly all actives have a fitted effect of over 65% in size
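Screening used galactose-induced yeast with toxic alpha-synuclein levels, exposed to compound for 24 hr at 30 deg C. Cell growth, read with BacTiter-Glo luminescence, gave the measured signal.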
* hit, by the source's call; u = inconclusive; x = not tested or not shown; & = joins results of further samples; [ ] = another dose, or the depositor's remark. Unless noted, the call rests on the fitted dose curve; in most records, active means well fitted curve in the direction sought with a large enough effect; inconclusive means small, poorly fitted or top-dose-only effect, or another doubt; inactive means no such curve, though single readings can be large; an effect the other way counts as inactive or inconclusive. Not all compounds are listed, so the mix of outcomes need not match the whole.

Below each SMILES – EPAC2 ag	DRD3 antagonist	EPAC2 antag	TDP-43 yeast inh	DRD3 agonist	aSyn rescue	Abeta yeast res	FUS yeast rescue
1: O=C(NCc1cccc(Cl)c1)C1CCC(=O)N(CCCN2CCOCC2)C1 (stereo not given)
    7.8%	-9.0	0.1%	5.1%	0.3	-9.5%	6.7%	-2.4%
2: CC(NCc1ccccc1O)c1ccccc1 (stereo not given)
    1.2%	10.9	0.2%	0.0%	-1.3	4.7%	1.6%	-48.9%
3: Cc1ccc(OCCCn2cc(C#N)c3ccccc32)cc1
    -3.2%	19.3	1.1%	4.3%	2.1	2.1%	15.0%	27.1%
4: COc1ccc(Oc2nc(C)cc(C)c2S(=O)(=O)c2ccc(C)cc2)cc1
    7.6%	0.6	-4.6%	9.0%	1.5	10.7%	-10.0%	x
5: CC(NC(=O)CCc1nnc(-c2ccc(-c3ccccc3)cc2)o1)c1nc2ccccc2[nH]1 (stereo not given)
    9.1%	-2.3	-7.2%	8.4%	3.6	15.2%	-14.2%	17.6%
6: O=c1ccn(CCOc2ccc(Cl)cc2)c(=O)[nH]1
    3.9%	-24.7	-0.4%	6.3%	0.5	-2.9%	1.3%	4.5%
7: Cc1ccccc1CSc1[nH]c(=O)ncc1C
    -2.9%	4.2	1.0%	-3.0%	20.7	0.6%	8.3%	5.8%
8: CC(C)(C)c1ccc(NC(=O)COC(=O)c2ccc([N+](=O)[O-])s2)cc1
    -18.4%	0.6	-10.9%	u	-1.0	-58.3%[inhibitor]	-94.5%[inhibitor]	x
9: CCOC(=O)c1ccccc1-c1cn2cc(Cl)ccc2n1
    2.5%	-26.3	-3.8%	-0.3%	-4.6	-9.9%	-10.8%	-2.7%
10: Cc1oc(C)c2c(=O)cc(-c3ccc4c(c3)OCO4)cc(OC(=O)c3ccc(Cl)cc3)c12
    x	x	x	-2.7%	-0.7	x	-4.6%	21.0%
11: Cc1ccc(NC(=O)CN(C)CC(=O)Nc2ccc(F)c(Cl)c2)cc1
    9.7%	0.7	-10.6%	22.4%	3.3	0.1%	15.0%	-16.1%
12: Cc1nn(CC(=O)Nc2ccc(C(=O)N3CCCC3)cc2)c(=O)c2ccccc12
    4.6%	20.8	-7.4%	-2.1%	-10.6	3.7%	-5.5%	11.5%
13: O=C(COc1ccccc1-c1nc(-c2ccccc2)no1)Nc1cccc([N+](=O)[O-])c1
    x	x	x	5.0%	15.0	x	-10.8%	3.6%
14: Cc1onc(-c2ccccc2Cl)c1C(=O)Nc1ncn[nH]1
    4.0%	16.5	-15.3%	15.6%	1.4	1.3%	5.4%	-11.5%
15: COCC(C)N1CCC(n2nccc2NC(=O)c2ccccc2Cl)CC1 (stereo not given)
    11.8%	-4.0	-3.2%	-24.9%	-6.5	-7.2%	-8.4%	10.2%
16: O=c1cc(CO)oc(CN2CCN(CCO)CC2)c1O
    16.9%	1.9	-3.0%	-6.2%	-5.5	-0.4%	7.7%	6.9%
17: Cc1cccc(CCNC(=O)C2CCN(S(=O)(=O)c3ccccc3)CC2)c1
    4.5%	9.1	-28.2%	-1.5%[9.22 µM]	-1.4	1.2%	-1.5%	12.9%
18: N#CCC(=O)NNc1c([N+](=O)[O-])cc(C(F)(F)F)cc1[N+](=O)[O-]
    -3.0%	u	-27.1%	-29.5%	-3.1	-24.0%	-34.5%[inhibitor]	-4.5%
19: COc1ccc(-c2cc(C(=O)N3CCN(C(=O)c4ccccc4F)CC3)[nH]n2)cc1
    13.9%	-13.0	2.0%	3.5%	-2.6	-1.6%	-10.6%	1.6%
20: COc1ccccc1NC(=O)C1CCN(S(=O)(=O)c2ccc3c(c2)NC(=O)CO3)CC1
    -4.3%	-9.0	2.8%	-7.8%	-9.8	-2.8%	-7.0%	14.5%
21: CNc1ccc(OC(F)F)cc1C(=O)c1ccccc1
    23.4%	17.9	-7.8%	-8.2%	4.4	-17.2%	-6.2%	-11.6%
22: CC(C)(C)NC(=O)C(c1ccc(O)cc1)N(Cc1ccco1)C(=O)Cn1nnc(-c2cccs2)n1 (stereo not given)
    3.6%	4.2	-6.4%	-17.7%	-4.0	3.2%	2.4%	11.6%
23: Cc1nc2ccccn2c1C(=O)NCCCN1CCOCC1
    10.8%	13.3	13.9%	5.7%	5.0	1.5%	-7.1%	24.8%
24: Cc1ccc(S(=O)(=O)NCc2ccccc2)cc1C(=O)N(C)Cc1ccccc1F
    -1.5%	-1.9	-3.8%	16.1%	0.8	-0.3%	14.7%	26.7%
25: Cc1ccc(CN2[C@@H](c3ccccc3)COCCS2(=O)=O)cc1
    6.5%	-13.1	-21.3%	0.0%	6.6	11.6%	3.5%	14.4%
26: Cc1ccsc1/C=N/N1CCN(Cc2ccccc2)CC1
    24.1%	-23.6	-2.5%	-8.0%	-17.0	-1.1%	-0.8%	23.8%
27: COc1ccc(-c2nc3c(c(SCc4ccc(Br)cc4)n2)Cc2c(CO)cnc(C)c2O3)cc1
    x	x	x	6.3%	3.2	x	-6.0%	2.5%
28: CCOC(=O)c1c(C)[nH]c(C(=O)OCc2ccc(F)cc2)c1C
    -8.2%	28.5	-5.0%	-4.8%	7.1	-12.5%	-7.1%	14.6%
29: CN(CC(=O)Nc1cccc(F)c1)C(=O)Cc1ccsc1
    15.2%	0.5	5.1%	13.6%	7.9	-0.7%	-5.6%	-14.4%
30: Cc1ccc(-c2nnc3cccc(Cl)n23)cc1
    16.8%	-12.8	-1.2%	16.3%	3.3	3.6%	25.2%	-18.6%
31: O=[N+]([O-])c1ccc(O)c(/C=N/n2c(-c3ccccc3)n[nH]c2=S)c1
    1.1%	u	5.1%	-24.1%	-4.7	-31.7%[inhibitor]	-54.2%[inhibitor]	14.5%
32: COc1cc(-c2noc(CCC(=O)NC3CCCC3)n2)cc(OC)c1OC
    3.6%	-0.1	19.1%	-27.1%	-12.4	-3.3%	-7.3%	22.3%
33: O=S(=O)(Nc1c(O)ccc2ccccc12)c1ccc(F)cc1
    -6.5%	4.9	-14.2%	5.3%	1.9	8.4%	-2.4%	26.4%
34: O=C(Nc1ccc([N+](=O)[O-])cc1)c1cc(Cl)sc1Cl
    8.8%	-12.5	0.4%	10.6%	1.9	-2.2%	9.0%	-19.6%
35: COc1ccc(N(CC(=O)Nc2ccc(OC)c(Cl)c2)S(=O)(=O)c2c(C)noc2C)cc1
    20.3%	17.2	17.9%	3.1%	2.8	-0.6%	2.4%	22.6%
36: O=C(NCCc1ccccc1)c1ccc2c(c1)N(Cc1ccc(Cl)cc1)C(=O)CS2
    x	x	x	7.0%	-6.6	x	-6.9%	u
37: COc1ccc(NS(=O)(=O)c2ccc3c(c2)OCCO3)cc1OC
    5.3%	8.2	7.7%	-8.3%	12.5	1.9%	9.1%	19.4%
38: COc1ccc(-n2c(=O)c(CCC(=O)N(C)Cc3ccccc3C)nc3ccccc32)cc1
    -0.8%	13.1	-18.1%	0.0%	-5.1	0.4%	14.2%	36.2%
39: O=C(O)CC1NC(=O)N(c2ccc(Cl)cc2)C1=O (stereo not given)
    7.3%	-0.9	-12.3%	-30.2%[inhibitor]	4.0	1.9%	13.0%	22.3%
40: Cc1onc(-c2ccccc2Cl)c1C(=O)Nc1ccc(OCC(=O)N2CCOCC2)cc1
    5.7%	-11.9	-6.6%	19.6%	-7.3	0.0%	8.5%	15.8%
41: Cn1c(=NC(=O)CN2C(=O)C3CC=CCC3C2=O)sc2ccccc21 (stereo not given)
    8.2%&-9.5%	14.2&18.8	13.7%&10.8%	-19.5%&2.7%	-1.9&0.1	11.9%&-0.3%	11.0%&10.2%	25.8%
42: Cc1cc(C)cc(-n2c(O)c(C=NC3CCS(=O)(=O)C3)c3ccccc3c2=O)c1 (stereo not given)
    5.3%	-8.0	-7.5%	-19.7%	-7.3	-0.6%	15.1%	60.0%
43: CCOC(=O)c1ccccc1-c1csc(N)n1
    3.7%	4.5	0.4%	-2.9%	6.1	-0.2%	9.8%	-15.7%
44: C[C@H](CO)N1C[C@H](C)[C@@H](CN(C)Cc2ccncc2)Oc2c(NC(=O)CCC(F)(F)F)cccc2C1=O
    4.3%	-9.4	4.9%	29.5%	-4.5	3.9%	0.2%	-18.0%
45: COc1ccc(-c2cc(C(=O)NCCCn3ccnc3)no2)cc1OC
    -10.7%	-10.0	1.0%	-1.5%	-5.6	0.4%	-10.6%	-15.6%
46: FC(F)(F)c1nnc2sc(-c3ccco3)nn12
    2.7%	2.5	-6.9%	7.9%	-4.4	x	3.2%	-3.8%
47: Cc1cc(-c2nnc(SCC(=O)Nc3ccccc3)n2C)no1
    17.9%	-14.8	1.0%	10.7%	-23.0	0.0%	-0.8%	10.9%
48: CC(NC(=O)c1ccco1)C(c1cccs1)N1CCOCC1 (stereo not given)
    -2.7%	-12.9	9.1%	7.3%	5.6	5.8%	1.2%	-30.6%
49: CCOC(=O)c1c(NCc2ccccc2)n[nH]c1C
    -16.1%	-2.8	0.4%	21.4%	3.9	-0.4%	11.1%	10.6%
50: CN(C)c1ccc(-c2noc(C3CCN(S(=O)(=O)c4cccc(Cl)c4)CC3)n2)cc1
    -0.8%	41.4	-6.4%	-8.6%	-1.1	2.0%	-2.4%	15.8%

The closing 2 entries of the part above come first, to join the parts:
Below each SMILES – EPAC2 ag	DRD3 antagonist	EPAC2 antag	TDP-43 yeast inh	DRD3 agonist	aSyn rescue	Abeta yeast res	FUS yeast rescue
49: CCOC(=O)c1c(NCc2ccccc2)n[nH]c1C
    -16.1%	-2.8	0.4%	21.4%	3.9	-0.4%	11.1%	10.6%
50: CN(C)c1ccc(-c2noc(C3CCN(S(=O)(=O)c4cccc(Cl)c4)CC3)n2)cc1
    -0.8%	41.4	-6.4%	-8.6%	-1.1	2.0%	-2.4%	15.8%
51: COc1cccc(NC(=O)c2ccc(NCCCN3CC(C)CC(C)C3)c([N+](=O)[O-])c2)c1 (stereo not given)
    -2.3%	u	5.4%	-4.7%	-16.9	-0.9%	-7.5%	10.4%
52: COc1ccc(Nc2nc3ccc(Cl)cc3nc2-n2nc(C)cc2C)cc1
    x	x	x	28.9%	3.4	x	0.4%	-19.9%
53: Cc1nnc(SCC(=O)NC(C)(C)C)n1C1CCCCC1
    9.4%	2.6	-4.4%	-5.9%	-20.7	-13.5%	-9.2%	15.4%
54: Cc1nc2sc(C(=O)NCc3ccc(Cl)cc3)c(NC(=O)c3ccccc3)c2c(C)c1C
    x	x	x	17.1%	1.1	x	-2.9%	8.2%
55: O=S(=O)(CCN1CCCC1)NCCNS(=O)(=O)c1ccc(F)cc1Br
    10.5%	4.4	-7.8%	-1.7%	-15.1	0.6%	0.0%	-3.8%

Screens from PubChem.
